TRPML3 agonist: human mucolipin-3 channel agonism. Q8TDD5. HEK293 TRPML3-YFP, Fluo-8 calcium fluorescence; 100% = the carbachol control signal. activation, % at 3 µM. 220,000 compounds, 0.29% hits. AID 1448;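 active means activation above its plate's cutoff, the mean activation of the plate's test wells plus 3 SD, cut at about 12% in these data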;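 further: 0% = DMSO only wells and 100% = carbachol wells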
Target sequence (Q8TDD5 whole entry, looked up): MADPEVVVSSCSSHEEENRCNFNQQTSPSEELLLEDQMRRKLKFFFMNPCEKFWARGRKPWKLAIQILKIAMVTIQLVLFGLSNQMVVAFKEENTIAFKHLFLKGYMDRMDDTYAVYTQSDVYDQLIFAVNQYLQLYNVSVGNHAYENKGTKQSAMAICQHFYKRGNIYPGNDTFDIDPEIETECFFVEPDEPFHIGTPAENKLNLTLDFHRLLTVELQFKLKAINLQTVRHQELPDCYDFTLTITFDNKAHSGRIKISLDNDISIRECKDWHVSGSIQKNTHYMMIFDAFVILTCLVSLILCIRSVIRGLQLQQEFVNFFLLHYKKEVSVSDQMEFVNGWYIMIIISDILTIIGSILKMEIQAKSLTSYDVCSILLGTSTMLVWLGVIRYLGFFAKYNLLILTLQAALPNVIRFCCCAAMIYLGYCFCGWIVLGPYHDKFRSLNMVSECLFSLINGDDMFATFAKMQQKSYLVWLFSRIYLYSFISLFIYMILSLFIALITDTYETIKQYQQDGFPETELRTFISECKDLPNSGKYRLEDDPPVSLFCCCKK
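Test system: TRPML3-YFP stable HEK293 cells. Doses: single point at 3 µM. Incubation: dye loading 1 h 37 °C then 30 min ambient, 125 s read. Signal: Fluo-8 calcium dye fluorescence, ex 470-495, em 515-575 nm. Measure: percent activation from peak-to-basal fluorescence ratio, scaled between DMSO and carbachol.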
TNF necrop inh: TNF-alpha cell death inhibition in Jurkat FADD-/- cells. Jurkat FADD-/- TNF necroptosis rescue, ATP luminescence, 24 h; 0 = TNF only, 100 = no-TNF cells. 220,000 compounds, 0.068% hits. AID 463075. activation (protection from cell death), % at 10 µM;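 active means activation, meaning protection from cell death, of at least 50% relative to plate controls; inactive means activation below 50%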;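 further: necroptosis triggered by 40 ng/mL TNF-alpha added together with compound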
Runt-SMMHC FRET: Runt domain-CBFb-SMMHC interaction inhibition; Cerulean-Runt/Venus-CBFb-SMMHC FRET ratio 530/480, 1 h; 220,000 compounds, 0.74% hits; inhibition, % at 20 µM; Q01196+Q13951;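 active means mean inhibition across duplicate retests at 20 µM reaching about 50%, limit read from the data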;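 further: 0% = DMSO wells and 100% = wells with excess untagged CBFb-SMMHC; inhibitors lower the FRET ratio by blocking Runt binding to CBFb-SMMHC; some results filed as inactive read as strong as hits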
PPC-1+TRAIL kill: kills PPC-1 cancer cells in the presence of TRAIL. PPC-1 cells + TRAIL, ATPLite viability luminescence. cell killing (% activity), % at 4 µM. 220,000 compounds, 0.41% hits;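 active means cell killing above 50% in the first pass at 4 µM, then a duplicate retest at 5 µM averaging 50% or more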;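 further: plate controls were cells with TRAIL plus DMSO for no effect and medium-only wells lacking cells for full effect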
p47phox inh: blocks human p47phox regulatory protein of NADPH oxidases | P14598 | p47phox/p22phox peptide binding, fluorescence polarization, 2 h | inhibition, % at 24.7 µM | 220,000 compounds, 0.53% hits | AID 1274;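 active means inhibition above about 30%, limit read from the data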;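 further: 0% = p47phox with labelled peptide and 100% = labelled peptide alone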
Target sequence (P14598 whole entry, looked up): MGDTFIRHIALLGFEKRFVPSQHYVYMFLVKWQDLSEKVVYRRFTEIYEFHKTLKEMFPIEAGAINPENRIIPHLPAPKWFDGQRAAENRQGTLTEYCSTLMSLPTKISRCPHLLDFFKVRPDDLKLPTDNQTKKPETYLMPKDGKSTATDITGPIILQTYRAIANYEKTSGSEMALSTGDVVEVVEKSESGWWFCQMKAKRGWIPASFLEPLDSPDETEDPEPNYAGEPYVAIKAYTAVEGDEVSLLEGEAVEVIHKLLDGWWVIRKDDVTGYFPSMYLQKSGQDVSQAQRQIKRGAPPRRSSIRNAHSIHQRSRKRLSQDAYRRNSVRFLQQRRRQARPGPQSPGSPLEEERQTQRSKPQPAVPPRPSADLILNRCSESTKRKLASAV
CHOP inh: inhibitors of CHOP induction in ER stress response; AID 2732; CHO-K1 CHOP-promoter luciferase, tunicamycin-induced, 15-18 h; 220,000 compounds, 3.8% hits; inhibition, % at 10 µM;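 active means compounds that reduced the stress-induced luciferase reporter signal by more than about 70% of percent inhibition, limit read from the data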;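 further: 0% = tunicamycin plus vehicle and 100% = wells without tunicamycin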
Mdm2 ligase inh: blocks human Mdm2 ubiquitin ligase activity. Q00987. cell-based MDM2 ubiquitination luciferase reporter, 2 h; 0 = plate control, 100 = twice control, blank-subtracted. 210,000 compounds, 0.11% hits. signal enhancement, % at 5 µM;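 active means signal enhancement of 30% or more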;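 further: luminescence tracks abundance of the self-degrading MDM2-luciferase fusion protein; higher signal means inhibition of MDM2 E3 ligase activity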
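Assay system: stable mammalian line carrying autodegrading MDM2–luciferase fusion reporter; amount: 2000 cells seeded into each well; buffer or medium: DMEM; benchmarks: plate control and blank wells; signal: luciferase luminescence; timing: 2 h compound exposure at 37 °C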
zfTRPN1 agonist: agonists of zebrafish TRPN1 channel. HEK293 zebrafish TRPN1-YFP, Fluo-8 calcium fluorescence; 100% = response to 87 µM carbachol. activation, % at 3 µM. 220,000 compounds, 0.18% hits. AID 1424;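 active means activation above its plate's cutoff, the mean activation of test wells on that plate plus 3 SD, cut at about 19% in these data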;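 further: 0% = DMSO alone and 100% = 87 µM carbachol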
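Assay system: Zebrafish TRPN1-YFP in HEK293 cells | Incubation: Dye loading 1 h at 37 °C, then 30 min room temperature | Measured by: Kinetic Fluo-8 fluorescence, ex 470-495, em 515-575 nm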
EBV gp42 block: EBV gp42 inhibition; Fluorescence polarization binding assay, mP read-out; 220,000 compounds, 0.42% hits; inhibition, % (tested at 21.74 µM); AID 1085; in the data active means inhibition above about 50%
* marks the source's active call; other numbers are inactive results; x = not tested or not shown.

1: O=C(CSc1nc2ccccc2o1)N1CCN(S(=O)(=O)c2ccc3ccccc3c2)CC1
2: Cc1ccc(NC(=O)Cn2c(CCC(=O)O)ccc2-c2cccs2)cc1Cl
3: O=C(COc1ccc(S(=O)(=O)NC2CCCCC2)cc1)NCc1ccccn1
4: O=C(OC1CCOC1=O)c1cc(-c2ccccc2)nc2ccccc12 (centres undefined)
5: CCN(C(=O)Cc1c(C(=O)O)[nH]c2ccccc12)c1ccc(OC)cc1
6: O=C(CSc1cccc2cccnc12)N/N=C/c1ccc(O)cc1
7: Cc1ccc(CNC(=O)CSc2n[nH]c(N)n2)cc1
8: O=C(COc1ccc2c(c1)CCC2)N1CCN(c2ccccc2F)CC1
compound no.	1	2	3	4	5	6	7	8
TRPML3 agonist	0.6	1.0	-0.1	1.0	0.4	0.7	0.5	-1.1
TNF necrop inh	0.9	-0.4	-2.5	-0.6	1.3	-3.3	-1.5	1.8
Runt-SMMHC FRET	4.1	10.9	-10.6	1.8	-2.7	-3.4	0.7	-2.7
PPC-1+TRAIL kill	19.6	15.3	5.8	5.8	13.5	1.0	-5.5	19.5
p47phox inh	-8.9	-22.9	0.5	-8.2	-1.4	-8.1	-19.4	5.8
CHOP inh	64.0	7.5	25.3	11.1	-21.1	20.6	7.1	50.4
Mdm2 ligase inh	-6.5	x	-2.3	-19.3	6.1	-4.9	-6.0	x
zfTRPN1 agonist	0.7	0.3	0.4	0.4	0.0	2.2	-0.9	-0.7
EBV gp42 block	-8.9	-7.6	2.6	4.6	-4.7	1.6	-9.3	2.2

9: CCOC(=O)CSc1nc(N)c(C#N)c(-c2ccc(OCC)cc2)c1C#N
10: Cc1ccnc2nc(C(=O)OCCOc3cccc(Br)c3)nn12
11: COCCNC(=O)c1ccc(-n2c(SCc3cc(F)ccc3F)nc3ccccc3c2=O)cc1
12: Cc1ccc(CN(c2ccc(C(=O)N3CCc4ccccc4C3)cc2)S(C)(=O)=O)cc1
13: COc1ccc(C(=O)NCC(=O)OCc2ccc([N+](=O)[O-])cc2)cc1
14: CCCC(=O)Nc1nc2nc(-c3ccccc3)cc(-c3ccccc3)n2n1
15: Oc1ccccc1Oc1c(F)c(F)nc(N2CCCC2)c1F
16: O=C(O)COCc1nc2ccccc2s1
compound no.	9	10	11	12	13	14	15	16
TRPML3 agonist	0.3	0.4	0.7	0.4	-0.6	-0.3	-0.5	0.7
TNF necrop inh	0.3	0.3	0.8	-0.6	0.2	-0.3	-0.2	0.0
Runt-SMMHC FRET	-1.8	-0.9	-1.6	0.1	-1.0	-5.9	2.2	-1.5
PPC-1+TRAIL kill	-0.5	4.8	-4.9	-0.7	12.5	18.5	25.0	-2.4
p47phox inh	-8.7	-6.5	8.5	5.3	-15.2	-5.8	-14.0	0.3
CHOP inh	13.1	-2.8	63.6	23.8	13.8	23.5	93.5*	7.5
Mdm2 ligase inh	-11.6	-5.5	-6.6	-11.6	-6.3	-2.6	-0.9	x
zfTRPN1 agonist	1.7	1.7	3.3	1.9	-3.3	0.0	-2.1	1.8
EBV gp42 block	-24.5	-11.7	10.3	-6.9	-8.2	-17.5	-4.1	9.5

17: CN(CC(=O)Nc1ccc(C(N)=O)cc1)CC(=O)Nc1ccccc1Br
18: S=C(c1ccc2c(c1)OCO2)N1CCOCC1
19: O=[N+]([O-])c1ccc(Nc2nc(NCCO)nc(N3CCCC3)n2)cc1
20: COc1ccc(NC(=O)C(C)N(c2ccc(C)cc2)S(C)(=O)=O)cc1 (centres undefined)
21: COC(=O)Nc1nn(-c2ccc(Cl)cc2)c(=O)c(C#N)c1C
22: COc1ccccc1Nc1ncnc2c1oc1ccccc12
23: COC(=O)Cn1c(=NC(=O)c2cc(OC)cc(OC)c2)sc2cc(OC)ccc21
24: Cc1nc(SCC(=O)O)c(C#N)c(C)c1CC(=O)c1ccccc1
compound no.	17	18	19	20	21	22	23	24
TRPML3 agonist	0.6	0.8	0.7	0.6	0.2	-1.0	1.1	1.0
TNF necrop inh	4.0	1.6	-0.5	0.8	2.4	-3.0	5.5	2.3
Runt-SMMHC FRET	-1.4	0.3	3.6	-2.6	2.6	1.7	0.6	-0.5
PPC-1+TRAIL kill	0.4	19.8	3.9	24.5	5.1	-19.8	5.1	11.7
p47phox inh	-7.6	-6.7	-5.5	-15.3	-11.2	-4.7	3.9	-17.2
CHOP inh	10.7	-1.6	-6.7	25.2	23.2	30.1	2.7	28.0
Mdm2 ligase inh	-14.7	-7.0	-20.5	-12.3	x	-4.7	-3.1	-1.8
zfTRPN1 agonist	-1.0	0.4	1.4	1.4	-0.6	0.0	0.5	1.8
EBV gp42 block	-4.7	-5.2	14.1	-0.6	-5.5	-24.0	-9.5	-7.8

25: Cc1cccc(C2(c3cccc(C)c3)OC(=O)c3ccccc32)c1
26: O=C(c1ccco1)N1CCN(c2ncnc3c2oc2ccccc23)CC1
27: O=C(CN1CCOCC1)Nc1cccc(Cl)c1Cl
28: CCOC(=O)Cc1csc(NC(=O)c2csc3c2CCCC3)n1
29: CC(=O)NS(=O)(=O)c1ccc(NS(=O)(=O)c2ccccc2[N+](=O)[O-])cc1
30: O=C(Cc1c[nH]c2ccccc12)NCc1cccs1
31: O=c1[nH]c2cccnc2c2ccsc12
32: O=c1c2ccccc2nc(/C=C/c2cccnc2)n1Cc1ccccc1
compound no.	25	26	27	28	29	30	31	32
TRPML3 agonist	-0.7	0.1	1.0	1.7	0.6	0.2	1.8	-0.1
TNF necrop inh	-1.1	-1.2	0.6	-8.2	0.5	1.5	0.5	-0.5
Runt-SMMHC FRET	0.5	3.4	1.2	-6.2	-1.7	-0.1	3.0	-86.6
PPC-1+TRAIL kill	12.0	-11.6	-0.3	11.3	-1.5	15.9	6.3	14.8
p47phox inh	11.5	-16.7	-18.5	-67.4	-5.2	-5.2	4.8	8.1
CHOP inh	8.8	-15.8	4.4	75.9*	9.3	12.4	27.1	3.3
Mdm2 ligase inh	2.3	-21.4	-10.9	-3.8	-1.8	-6.5	5.9	-1.1
zfTRPN1 agonist	0.3	1.3	-0.1	4.0	1.2	0.4	1.1	1.1
EBV gp42 block	-1.0	-9.4	-8.6	-8.0	-5.4	-7.0	-12.6	14.1

33: O=C(CCC(=O)NC1CCN(Cc2ccccc2)CC1)NCc1ccco1
34: Nc1ncnc2c1ncn2C1OC(CO)C(O)C1O (centres undefined)
35: Cc1ccccc1Nc1nc(N)nc(CN2CCN(C(=O)c3ccccc3)CC2)n1
36: Cc1ccc(S(=O)(=O)N[C@H](C(=O)OCC(=O)NC(=O)Nc2ccc3c(c2)OCCO3)C(C)C)cc1
37: Cc1nnc(SCc2cccc(Oc3ccccc3)c2)n1N
38: Fc1ccc(-n2c(Cn3nnc4ccccc43)n[nH]c2=S)cc1
39: Fc1ccccc1CSc1nncn1NC/C=C/c1ccccc1
40: Cc1ccc(NP(=O)(c2ccc(N(C)C)cc2NC(=O)c2cccs2)N2CCOCC2)cc1Cl (centres undefined)
compound no.	33	34	35	36	37	38	39	40
TRPML3 agonist	0.8	0.5	0.0	0.0	0.1	0.0	-0.5	1.2
TNF necrop inh	0.2	-0.7	0.1	1.3	-1.9	0.3	1.7	1.5
Runt-SMMHC FRET	1.0	-0.8	1.4	5.0	-0.2	-1.5	0.0	1.6
PPC-1+TRAIL kill	1.4	9.1	39.7	5.8	6.0	10.5	19.6	14.3
p47phox inh	-16.6	0.9	-3.5	-9.3	-3.2	-7.8	1.2	-52.4
CHOP inh	39.3	24.2	-4.4	56.9	-14.2	4.8	18.9	4.4
Mdm2 ligase inh	-4.1	6.4	-17.1	-2.7	-1.7	-3.7	-21.4	0.7
zfTRPN1 agonist	0.9	0.8	1.1	0.9	-1.1	-0.8	-0.5	0.5
EBV gp42 block	-9.2	-6.5	-3.1	-6.7	3.7	-6.5	-15.2	-20.6

41: COc1cc(/C=N/NC(=O)NC2CCCCC2)cc(OC)c1O
42: CCOc1ccc(-n2ccnc2SCC(=O)Nc2nnc(CC)s2)cc1
43: CC(=O)c1c(C(C)=O)c(C)n(-c2nc(-c3ccc(C)c(C)c3)c(C)s2)c1C
44: CCOC(=O)C1(CCCc2ccccc2)CCN(C(=O)c2cncs2)CC1
45: Cc1cccc(NC(=O)CN(C)S(=O)(=O)c2ccccc2)n1
46: CSc1nnnn1-c1ccc(C(=O)OCC(=O)N2CCOCC2)cc1
47: O=C(Nc1ccc(Cl)cc1C(=O)N1CCOCC1)c1ccco1
48: COc1ccc(NC(=O)NC(C)c2ccncc2)cc1OC (centres undefined)
49: COc1ccccc1-c1nnc(SCC(=O)Nc2nc(-c3ccccc3)cs2)n1C
50: CC1CCCC(NC(=O)COC(=O)Cc2ccc(Br)cc2)C1C (centres undefined)
compound no.	41	42	43	44	45	46	47	48	49	50
TRPML3 agonist	-0.2	0.3	-0.7	0.6	0.0	0.0	0.2	0.7	1.5	-0.1
TNF necrop inh	1.5	-1.0	-1.1	1.5	-1.5	0.3	-1.8	-0.8	-4.4	0.8
Runt-SMMHC FRET	2.8	-0.8	-1.9	-3.5	2.7	-2.9	2.9	2.3	-1.6	-3.2
PPC-1+TRAIL kill	8.3	8.5	6.8	18.4	-2.9	35.1	4.1	12.0	-10.6	6.6
p47phox inh	-17.9	-6.6	-5.4	-12.0	-0.1	-8.5	-8.8	-14.7	0.0	1.2
CHOP inh	29.2	10.9	75.9*	7.1	3.8	24.5	30.1	2.8	-5.5	38.6
Mdm2 ligase inh	-9.1	-12.2	1.7	-14.8	2.0	5.2	25.5	-11.4	-2.3	8.3
zfTRPN1 agonist	-0.4	2.8	-0.9	0.1	-0.1	-0.4	0.5	-0.1	4.5	-2.6
EBV gp42 block	-4.4	-8.7	-6.2	-7.7	-13.7	-9.0	-20.5	-21.5	-7.4	-1.1

Sorted by heavy-atom count (low to high): some entries from above
48: COc1ccc(NC(=O)NC(C)c2ccncc2)cc1OC (centres undefined)
47: O=C(Nc1ccc(Cl)cc1C(=O)N1CCOCC1)c1ccco1
42: CCOc1ccc(-n2ccnc2SCC(=O)Nc2nnc(CC)s2)cc1
44: CCOC(=O)C1(CCCc2ccccc2)CCN(C(=O)c2cncs2)CC1
49: COc1ccccc1-c1nnc(SCC(=O)Nc2nc(-c3ccccc3)cs2)n1C
compound no.	48	47	42	44	49
TRPML3 agonist	0.7	0.2	0.3	0.6	1.5
TNF necrop inh	-0.8	-1.8	-1.0	1.5	-4.4
Runt-SMMHC FRET	2.3	2.9	-0.8	-3.5	-1.6
PPC-1+TRAIL kill	12.0	4.1	8.5	18.4	-10.6
p47phox inh	-14.7	-8.8	-6.6	-12.0	0.0
CHOP inh	2.8	30.1	10.9	7.1	-5.5
Mdm2 ligase inh	-11.4	25.5	-12.2	-14.8	-2.3
zfTRPN1 agonist	-0.1	0.5	2.8	0.1	4.5
EBV gp42 block	-21.5	-20.5	-8.7	-7.7	-7.4
